Glyco luc inh = blocks N-linked glycosylation in D54 reporter cells; actives 0.23% (n = 360,000); D54 ERlucT glycosylation luciferase reporter, 24 h; percent of 100 nM tunicamycin response; reporter increase, % at 12.5 µM; AID 588692;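 active = mean luciferase reporter signal, scaled so untreated is 0 and the glycosylation-blocking control 100, at or above a set limit in every replicate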;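 also: luciferase carries N-glycosylation sites so blocking glycosylation raises the light; 0% = median of neutral control wells and 100% = median of 100 nM tunicamycin wells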
MC4R antagonist = antagonists of human melanocortin 4 receptor (MC4R). P32245. MC4R-expressing cells, MTII-stimulated cAMP, LANCE TR-FRET. inhibition, % at 6.5 µM. actives 0.48% (n = 360,000). AID 540295;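 active = inhibition above its plate's cutoff, the mean of tested wells on that plate plus 3 SD, cut at about 29% in these data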;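 also: 0% = Melanotan II alone and 100% = Melanotan II plus saturating MCL0020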
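system = U2OS cells with stable human MC4R expression | also added = Melanotan II challenge after compound preincubation | dosing = one concentration, 6.5 µM nominal | incubation = compound 30 min, challenge 1 h, detection 1 h | measured by = TR-FRET with Eu-cAMP and labeled anti-cAMP, 671 nm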
MC4R barr agon = human MC4R agonism via beta-arrestin; actives 0.98% (n = 360,000); U2OS MC4R beta-arrestin complementation, luminescence; percent of melanotan II response, DMSO zero; activation, % at 8.9 µM; P32245;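 active = activation above a per-plate cutoff, the mean activation of sample wells on that plate plus 3 SD, cut at about 8% in these data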
ABCB6 inh 2 = blocks the human ABCB6 transporter | Q9NP58 | K562-ABCB6 porphyrin accumulation, flow cytometry, 1 h; active compounds read low | fluorescence ratio to DMSO, % at 10 µM | actives 0.19% (n = 360,000);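 active = fluorescence ratio to DMSO below 75%, the collection mean minus 3 SD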;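 also: signal is porphyrin accumulated inside mitochondria; 100% equals median channel fluorescence of DMSO control wells; lower ratio means ABCB6 inhibition with less porphyrin fluorescence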
Target sequence (Q9NP58 whole entry, looked up): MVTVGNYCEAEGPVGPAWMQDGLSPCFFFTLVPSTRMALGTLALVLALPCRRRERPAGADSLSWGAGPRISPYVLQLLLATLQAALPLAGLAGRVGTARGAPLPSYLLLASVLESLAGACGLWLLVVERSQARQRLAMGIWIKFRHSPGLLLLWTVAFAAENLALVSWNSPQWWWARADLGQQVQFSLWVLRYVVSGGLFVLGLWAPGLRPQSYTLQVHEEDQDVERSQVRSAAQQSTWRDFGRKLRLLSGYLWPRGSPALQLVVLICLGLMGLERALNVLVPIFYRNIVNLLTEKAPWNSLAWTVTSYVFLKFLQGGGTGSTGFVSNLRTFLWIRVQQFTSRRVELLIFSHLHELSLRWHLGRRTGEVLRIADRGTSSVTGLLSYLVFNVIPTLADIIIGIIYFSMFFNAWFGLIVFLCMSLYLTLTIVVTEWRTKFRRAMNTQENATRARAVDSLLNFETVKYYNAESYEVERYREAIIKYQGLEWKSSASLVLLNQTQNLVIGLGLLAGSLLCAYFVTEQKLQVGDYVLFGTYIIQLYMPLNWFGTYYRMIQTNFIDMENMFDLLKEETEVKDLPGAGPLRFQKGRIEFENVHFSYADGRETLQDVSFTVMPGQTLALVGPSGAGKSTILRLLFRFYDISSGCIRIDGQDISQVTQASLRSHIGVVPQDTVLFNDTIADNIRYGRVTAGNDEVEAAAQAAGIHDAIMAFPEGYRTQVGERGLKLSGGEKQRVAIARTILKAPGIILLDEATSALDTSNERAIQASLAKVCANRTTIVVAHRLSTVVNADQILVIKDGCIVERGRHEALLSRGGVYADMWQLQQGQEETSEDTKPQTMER
Vif imaging = blocks HIV Vif function; HEK293T cells, Vif self-association by quenched fluorescence, imaging, 24 h; inhibition, % at 7.49 µM; actives 0.35% (n = 340,000); AID 602346; in the data active = inhibition above about 50%, passing the limit was not always enough; also: some results filed as inactive read as strong as hits
CaV13 ICDI inh = Disruptors of the CACNA1D IQ motif to Ca2+-dependent inactivation inhibitor domain association, primary screening, Förster resonance energy transfer in intact living …; HEK cells, CFP/YFP FRET ICDI-IQ, plate reader, 10 min; percent FRET-ratio fall versus neutral wells; actives 0.098% (n = 340,000); inhibition, % at 12.3 µM; AID 743397;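 active = mean replicate inhibition of at least 30% and at least 1% of replicates passing that level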;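 also: 0% = median of the neutral control wells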
PDI turbidity = inhibitors of human protein disulfide isomerase. PDI insulin aggregation turbidity, A650, 90 min. actives 0.052% (n = 350,000). P07237. inhibition, % at 10 µM;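 active = mean inhibition across replicates of 30% or more, whatever share of single replicates reach that level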;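 also: absorbance from insulin aggregation driven by PDI reduction with DTT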
aDG glyco up = increases alpha dystroglycan glycosylation; Pro5-aDG cells, alpha-DG glycosylation AlphaScreen (IIH6); 0% Pro5, 100% B10-LARGE cell signal; activation, % at 10 µM; actives 0.22% (n = 360,000); AID 624168;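 active = activation of at least 8% versus controls, or a plate z-score of at least 8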;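 also: Pro5 are CHO cells carrying HIG-tagged alpha-DG that lacks glycosylation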
HTR2A ag = activates the mouse 5-HT2A serotonin receptor | P35363 | CHO-K1 mHTR2A beta-arrestin complementation, luminescence; percent of 30 µM serotonin response | activation, % at 7.6 µM | actives 0.66% (n = 360,000) | AID 624169;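 active = activation above a run cutoff, the mean activation of all tested compounds plus 3 SD, cut at about 14% in these data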;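 also: 0% = plate median of compound wells and 100% = 30 µM serotonin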
H9c2 protect = protects H9c2 cardiomyocytes from peroxide injury; actives 0.63% (n = 360,000); AID 588492; H2O2 injury protection, ATPLite, 2 h; protection from H2O2 cell death, % at 20 µM;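 active = compounds giving at least 50% protection of heart cells from peroxide-induced death in the single-dose screen, raw or plate-pattern-corrected value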;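 also: 0% = DMSO wells with peroxide and 100% = DMSO wells without peroxide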
* marks the source's active call; other numbers are inactive results; . = not tested or not shown; & = joins results of further samples.

SMILES	Glyco luc inh	MC4R antagonist	MC4R barr agon	ABCB6 inh 2	Vif imaging	CaV13 ICDI inh	PDI turbidity	aDG glyco up	HTR2A ag	H9c2 protect
COc1ccc(NC(=O)c2nc[nH]c2C(=O)N(C)Cc2ccccc2)cc1	2	3	-0.7	102	-3	-11	-3	0.1	0	4
O=C(O)CCCCn1c(SCc2cc(=O)n3cc(Cl)ccc3n2)nc2ccsc2c1=O	1	-54	-0.8	102	-6	6	-11	-0.5	1	9
CCc1ccc(NC(=O)Cn2cc([N+](=O)[O-])nc2C)cc1	1	-6	-0.6	101	-9	-2	-1	0.1	4	-3
C/C(=N\OC(=O)c1ccc(Cl)c(Cl)c1)c1sc(C)nc1C	2	12	3.4	204	.	.	9	0.1	-2	-8
CC(=O)c1cccc(NC(=O)CN(c2cccc(F)c2)S(C)(=O)=O)c1	0	3	-0.4	103	-3	-5	-4	-0.3	-6	7
CC(C)c1c(O)nc(SCC(=O)Nc2ccc3c(c2)CCC3)[nH]c1=O	3	-1	-0.6	90	5	-3	-15	0.1	-1	-5
Cc1ccc2sc(C)[n+](CCCS(=O)(=O)[O-])c2c1	1	-3	-0.6	98	-2	4	10	-0.2	3	-1
Cc1cc(C)c(C(=O)COC(=O)CCNS(=O)(=O)c2c(Cl)cccc2Cl)cc1C	-1	22	-0.1	100	-3	-7	-3	0.0	-4	-6
COc1ccc(CNC(=O)c2sc(=O)n(Cc3ccc(S(=O)(=O)N(C)C)cc3)c2C)cc1	-10	9	-0.4	98	-6	28	10	0.3	-2	-8
COc1ccccc1N1CCN(C(=O)CSc2nc(-c3ccccc3)cc(=O)[nH]2)CC1	-1	4	-1.1	100	11	.	18	0.1	7	25
NC(=S)N=Nc1c(O)n(Cc2ccccc2)c2ccccc12	4	-9	5.3	97	3	-4	15	1.4	9	9
CCOC(=O)CNC(=O)N(C)[C@H]1C[C@H]2c3[nH]c4ccccc4c3CCN2C(=O)[C@H]1[C@H](C)O	0	.	.	99	-9	-6	.	0.0	2	5
CC(=O)c1c(C)[nH]c(C(=O)OCc2cccc(Cl)c2)c1C	5	18	0.2	95	1	-7	2	0.5	-5	-27
COc1ccccc1OCCNC(=O)c1cccc(S(=O)(=O)N2CCN(C)CC2)c1	3	8	-2.9	94	1	-2	-2	-0.2	2	0
O=C1C(=O)N(O)C2CCCCC2N1O (stereo not drawn)	0	2	0.5	98	0	-5	-3	1.9	-5	5
CCCCCC(=O)N1C[C@@H](O)[C@H](n2cc(-c3ccc(F)cc3)nn2)C[C@@H]1c1ccc(OC)cc1	2	2	-2.5	101	3	-9	-3	-0.1	-6	-13
O=C(NCCc1cccs1)C(c1ccccc1)c1ccccc1	-3	8	-0.9	95	0	-5	5	0.0	-4	3
O=C(O)c1ccc(N=Nc2c(-c3ccccc3)[nH]oc2=O)cc1	1	-1	-1.4	89	2	-17	-11	-0.1	-1	1
O=C(Oc1ccc(Cl)cc1)c1ccc2nccnc2c1	2	9	-0.7	93	1	-6	0	0.6	7	-11
CCC1(CC(C)C)SC(N)=NC1=O (stereo not drawn)	0	5	-0.7	98	-5	-6	7	0.1	2	-1
COc1ccc(C(=O)N=c2sc3c(C)ccc(OC)c3n2C)cc1OC	5	-3	1.5	93	0	-2	1	0.0	12	24
CC(C)NC(=O)C1(C)CCCN1Cc1csc2ccccc12 (stereo not drawn)	0	5	1.4	96	0	-4	14	-0.5	-7	2
Cc1ccc(C)c(OCC(=O)Nc2ccc(S(=O)(=O)Nc3ccccn3)cc2)c1C	3	-1	-0.9	98	-1	-5	24	0.2	1	2
O[C@H]1CN(Cc2cccs2)[C@@H](c2ccccc2)C[C@@H]1n1cc(C2CC2)nn1	-1	8	-0.9	96	-5	-2	-2	0.2	3	-1
CCn1c2ccccc2c2nnc(SCC(=O)N(C)C3CCS(=O)(=O)C3)nc21 (stereo not drawn)	0	1	-2.2	88	-2	-6	6	-0.3	-2	1
CCCc1cc(=O)[nH]c(Nc2ccc(O)cc2)n1	10	2	-3.0	103	6	-7	6	-0.2	4	-5
CC1(C(=O)NS(=O)(=O)c2ccc(Br)cc2)CCN1C(=O)CCc1cccs1 (stereo not drawn)	0	3	-0.7	97	14	-5	11	-0.2	6	12
O=S1(=O)CC(NCc2ccccc2)C(Nc2ccccc2)C1 (stereo not drawn)	-2	17	0.0	102	-1	-8	-2	0.2	-2	3
Cc1c(Cl)cccc1N=C1NC(=O)CS1	1	16	-1.8	102	.	-5	0	-0.3	-1	3
CN(NS(C)(=O)=O)c1ncc(C(F)(F)F)cc1Cl	0	15	-0.7	103	1	-19	26	-0.1	1	1
COc1cccc(N2CCN(Cc3nc(N)nc(N4CCCc5ccccc54)n3)CC2)c1	0	2	3.7	96	2	.	1	-0.3	17*	13
Cc1ccc(Cc2nc(-c3ccccn3)no2)cc1	-8	3	-0.4	99	.	.	-2	-0.1	-1	-5
COc1cccc(-c2nc(NC(C)(C)C)c3ccccc3n2)c1O	-2	20	-0.6	92	-9	-4	-8	-0.2	11	-36
O=C(Nc1ccc(OCc2ccccc2)cc1)c1cccc([N+](=O)[O-])c1	-3	6	10*	93	-5	-2	-12	0.3	2	2
Cc1cccc(NC(=O)Cn2cnc(S(=O)(=O)N3CCCC3)c2)c1C	2	11	-3.3	102	-7	-14	-6	-0.1	-3	1
COc1ccc(-c2noc(C3CCCN(C(=O)CCc4ccccc4)C3)n2)cc1 (stereo not drawn)	-1	20	-0.6	98	9	-6	3	0.9	-2	-5
CCOc1ccc(CCNC(=O)c2ccc3nc(N4CCOCC4)sc3c2)cc1OCC	4	4	1.0	102	-2	7	3	0.1	0	7
O=C(CCc1ccccc1)c1c(O)cc(O)cc1O	0	3	-1.3	103	-6	.	.	0.0	-7	-3
Cc1ccc(N2CC(C(=O)NCCC(C)C)CC2=O)cc1 (stereo not drawn)	1	8	3.5	96	6	-6	2	-0.3	-1	11
CC(C)CCC(CC(C)O)C(=O)NNC(=S)Nc1ccccc1 (stereo not drawn)	-1	2	1.3	92	-2	7	-2	0.1	2	1
COc1ccccc1NS(=O)(=O)c1cc(NC(=O)c2sccc2C)ccc1N1CCOCC1	-5	-7	-0.5	96	2	-4	2	-0.2	-3	9
Cc1cccnc1NC(=O)c1ccc2c(c1)OCCO2	0	0	-2.2	97	13	-7	-7	-0.2	5	1
Cc1noc(C)c1C(=O)Nc1c(F)cc(F)cc1Br	2	5	-0.3	96	.	-7	-5	0.2	1	3
FC(F)(F)c1ccccc1NC(=S)N1CCN(c2ncccn2)CC1	-1	-1	0.1	106	1	.	-3	0.0	3	0
CCN(Cc1ccccc1)C(=S)Nc1cc(C(=O)OC)ccc1C(=O)OC	-3	0	-0.8	97	1	-4	6	0.4	0	-7
CC(C)(C)OC(=O)NCc1ccc(NC(=O)c2nc[nH]c2C(=O)N[C@@H](Cc2ccccc2)C(=O)OCc2ccccc2)cc1	2	63*	95*	101	-3	-5	-4	-0.5	2	-7
Cc1c(C(=O)N2CCC(C)CC2)sc2ncnc(N3CCN(c4ccccc4)CC3)c12	-3	4	-1.3	95	.	-3	-5	0.0	-1	12
CCCSc1ccc(-c2nn(-c3ccccc3)cc2/C=C(/C#N)C(=O)NCCCOC)cc1	1	-5	2.6	100	18	-3	-14	-0.2	-1	-2
O=C(CN1CCN(Cc2ccc(F)cc2Cl)C1=O)NCCc1ccccc1	0	8	0.2	102	7	-7	-4	0.2	-4	3
Clc1nc(NCc2cccnc2)nc(N2CCOCC2)n1	5	0	-0.2	98	39	-4	-9	0.0	6	8

Other results:
SMILES	Glyco luc inh	MC4R antagonist	MC4R barr agon	ABCB6 inh 2	Vif imaging	CaV13 ICDI inh	PDI turbidity	aDG glyco up	HTR2A ag	H9c2 protect
Cn1c(=O)n(C)c2cc([N+](=O)[O-])c(N3CCN(S(C)(=O)=O)CC3)cc21	4	3	5.5	106	-8	-4	1	1.1	1	7
C=CCn1c(SCn2nnc3ccccc3c2=O)nnc1C1CCCCC1	-1	2	-3.0	99	4	-6	4	-0.3	3	-3
O=C(CSc1nnc2scc(-c3ccccc3)n12)Nc1ccc2c(c1)OCCO2	0	-3	1.7	92	.	-7	-21	0.2	-1	12
CC(NC(=O)CNC(=O)c1sc2ccccc2c1Cl)c1ccc(S(N)(=O)=O)cc1 (stereo not drawn)	0	6	-1.4	92	3	-6	0	-0.2	-5	-3
Cc1cc(C)n(-c2ncc(-c3ccccc3)nn2)n1	1	11	1.1	102	0	10	.	-0.1	0	-4
Cc1cc(O)c(C2(O)C(=O)Nc3cc(Br)ccc32)cc1C (stereo not drawn)	-4	2	-0.9	87	-8	-21	18	0.0	5	-8
Cc1ccc(Nc2nc3ccccc3nc2-n2nc(C)cc2C)cc1	3	0	-1.4	100	.	-6	7	0.1	3	-18
COc1ccccc1N1CCN(S(=O)(=O)c2ccc([N+](=O)[O-])cc2)CC1	-1	3	0.5	98	1	-12	3	0.0	1	-7
CN(C)C(=O)c1cc(C(=O)c2ccc(C(F)(F)F)cc2)c[nH]1	1	3	0.2	86	-11	-18	6	0.2	-2	-17
Cc1cccc(NCCC(=O)c2ccc(Br)cc2)c1	0	11	3.3	94	5	-10	5	0.2	-6	-5
O=C1C(c2ccccc2)CN1Cc1ccccc1 (stereo not drawn)	-1	.	.	96	-3	-10	.	0.0	-6	4
Cc1nc(Cl)c2c(n1)N(CC(N)=O)C(=O)CO2	2	2	-0.4	98	4	-5	10	-0.1	3	0
Cc1cnc(NC(=O)/C=C/c2ccc(Br)o2)s1	-8	11	-2.7	99	-6	-2	1	-0.1	2	-1
CCc1ccc(C(=O)/C=C/Nc2ccc(S(=O)(=O)Nc3cnc4ccccc4n3)cc2)cc1	0&-1	3&-4	-0.5&-1.3	98&103	6&4	-9&1	-9&-18	0.8&-0.2	-4&3	-4&-4
C1=CC2CCC1ON2c1ccccc1 (stereo not drawn)	3	12	1.0	107	1	-5	-4	0.1	4	0
CCN(CC)c1ccc(/C=N/NC(=O)C2CC2)cc1	6	-6	-1.4	104	7	-11	4	0.2	-2	0
Cc1ccnc(NS(=O)(=O)c2ccc(NC(=O)c3ccc(S(=O)(=O)N(C)C)cc3)cc2)n1	-1	9	-0.6	95	6	2	-5	-0.3	2	8
C[C@@H](c1ccccc1)N1C[C@@H](COCc2ccccc2)Oc2cc(N3CC[C@H](O)C3)ccc2S1(=O)=O	.	.	.	99	.	-11	.	-0.2	13	.
CCOC(=O)c1c(N)sc(C(=O)N(C)C)c1C	1	4	2.1	97	5	-2	1	0.1	-2	-4
COc1ccc(C(=O)N2CCN(C(=O)C3CCCO3)CC2)cc1[N+](=O)[O-] (stereo not drawn)	3	10	0.4	105	-9	-6	6	0.1	0	5
CN(CC(=O)Nc1ccc(S(N)(=O)=O)cc1)C1CCCCC1	2	20	0.1	102	-1	-18	-2	0.0	1	5

Assay outcomes (PubChem)
